# Compound activity: PubChem, National Center for Advancing Translational Sciences (NCATS)
# TDP1 cell CPT: qHTS for Inhibitors of human tyrosyl-DNA phosphodiesterase 1 (TDP1): qHTS in cells in presence of CPT; chicken DT40 Tdp1-/-;hTDP1 cells + 20 nM CPT, ATP luminescence, 48 h; Potency, µM (series often up to 46.2 µM), inactives show at the highest dose activity change, negative = growth inhibition, usual class: inhibitors; hit rate 12% among 420,000; further: nearly all actives have a fitted effect of over 55% in size
#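 Cell growth measured by CellTiter-Glo luminescence after a minimum 48 h, 37 C compound exposure with 20 nM CPT in Tdp1-knockout DT40 cells stably expressing hTDP1, seeded 400/well; qHTS titration format.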
# DT40 TDP1 no CPT: qHTS for Inhibitors of human tyrosyl-DNA phosphodiesterase 1 (TDP1): qHTS in cells in absence of CPT. DT40 Tdp1-/- hTDP1 cells, no CPT, ATP luminescence, 48 h. Potency, µM (series often up to 46.2 µM), for inactives: top-dose activity change, negative = growth inhibition, actives largely listed as inhibitors. hit rate 15% among 420,000; further: nearly all actives have a fitted effect of over 55% in size
#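 Stably hTDP1-transfected Tdp1-null chicken DT40 cells were treated with library compounds minus camptothecin and grown for at least 48 hr at 37 °C, after which cellular ATP was quantified by luminescence.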
# KAT2A inh: qHTS Assay for Inhibitors of GCN5L2 | Histone acetyltransferase KAT2A (Homo sapiens), Q92830 | GCN5L2 HAT assay, ThioGlo1 CoA-SH fluorescence | Potency, µM (doses to about 58.9 µM), without a hit: at the top dose activity change, negative = inhibition, usual class: inhibitors | hit rate 0.21% among 390,000 | AID 504327, 2011
# Target sequence (Q92830 whole entry, looked up): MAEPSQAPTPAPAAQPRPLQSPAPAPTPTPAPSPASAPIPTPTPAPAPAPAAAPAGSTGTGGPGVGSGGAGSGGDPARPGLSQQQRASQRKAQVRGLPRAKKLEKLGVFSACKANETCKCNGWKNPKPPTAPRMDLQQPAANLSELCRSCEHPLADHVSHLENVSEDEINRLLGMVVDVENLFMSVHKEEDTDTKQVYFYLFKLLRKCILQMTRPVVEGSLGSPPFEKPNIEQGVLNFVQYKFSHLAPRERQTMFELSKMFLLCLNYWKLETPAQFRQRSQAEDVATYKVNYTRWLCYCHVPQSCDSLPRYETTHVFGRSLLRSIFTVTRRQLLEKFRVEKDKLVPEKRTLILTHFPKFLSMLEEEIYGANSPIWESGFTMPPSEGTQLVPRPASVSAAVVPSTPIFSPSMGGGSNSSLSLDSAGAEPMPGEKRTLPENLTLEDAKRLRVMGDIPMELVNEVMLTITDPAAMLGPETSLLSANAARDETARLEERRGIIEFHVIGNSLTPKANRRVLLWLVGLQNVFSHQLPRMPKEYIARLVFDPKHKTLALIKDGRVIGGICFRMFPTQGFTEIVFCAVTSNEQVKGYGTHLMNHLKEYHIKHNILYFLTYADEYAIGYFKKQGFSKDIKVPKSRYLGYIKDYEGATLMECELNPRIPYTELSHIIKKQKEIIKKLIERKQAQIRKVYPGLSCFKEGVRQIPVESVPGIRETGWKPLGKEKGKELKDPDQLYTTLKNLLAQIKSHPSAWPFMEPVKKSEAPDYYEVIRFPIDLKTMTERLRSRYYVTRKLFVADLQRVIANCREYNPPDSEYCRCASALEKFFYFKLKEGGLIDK
#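 Preincubate 20nM GCN5L2 with compound 15 min, RT → add 50uM ThioGlo1 + 75uM H3(1-25) + 70uM acetyl-CoA → read fluorescence 0 and 20 min. Primary qHTS; fluorescent artifacts likely.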
# * = called active by the depositor; ? = inconclusive; nt = not tested or not shown; [ ] = another dose, or the depositor's remark. The call rests on the fitted dose curve; in most records, active means well fitted curve in the direction sought with a large enough effect; inconclusive means small, poorly fitted or top-dose-only effect, or another doubt; inactive means no such curve, though single readings can be large; an effect the other way counts as inactive or inconclusive. On the % scale 0 is the no-effect control and ±100 the full control effect; potency means the concentration at half of the fitted maximal effect.
(1) Cc1sc2ncn(CC(=O)N3CCN(c4ccccc4)CC3)c(=O)c2c1S(=O)(=O)N1CCN(c2ncccn2)CC1
(2) CCOC(=O)C1=C(c2ccccc2)N=C2SCC(=O)N2C1c1cccc(OC)c1 (stereo not given)
(3) CCOC(=O)CCS(=O)(=O)c1nc(-c2ccccc2)cc(C(F)(F)F)n1
(4) O=C(NNc1ccc(C(F)(F)F)cc1[N+](=O)[O-])c1ccc(NS(=O)(=O)c2ccc(F)cc2)cc1
(5) CC(Sc1nncn1C)C(=O)Nc1ccc2ccccc2c1 (stereo not given)
screen / no.,1,2,3,4,5
TDP1 cell CPT,?,-18%,0.41µM*,?,-3%
DT40 TDP1 no CPT,?,-13%,0.65µM*,23µM*,-10%
KAT2A inh,12%,-9%,0%,-1%,-5%

(6) COc1cccc(/C=N/NC(=O)CNC(=O)CCc2ccccc2)c1O
(7) Cc1ccc(NC(=O)Cn2nnc(C(=O)Nc3ccc(F)c(Cl)c3)c2N)cc1
(8) COc1cc(NC(=O)c2cccs2)c(C(=O)OCC(=O)NCc2ccccc2)cc1OC
(9) O=[N+]([O-])c1ccc(Cl)cc1NCc1cccnc1
(10) CCOc1ccccc1N(CC(=O)NCC1CCCO1)C(=O)CCC(=O)Nc1nccs1 (stereo not given)
screen / no.,6,7,8,9,10
TDP1 cell CPT,?,-16%,?,7%,3%
DT40 TDP1 no CPT,?,0%,?,3%,-3%
KAT2A inh,-10%,-5%,-8%,nt,0%

(11) Cc1ccc(N2C(=O)[C@@H]3C(c4cccnc4)=NO[C@@H]3C2=O)cc1
(12) Nc1nc2ccccc2n1C(=O)c1cccs1
(13) Cc1nc2c(-c3ccccc3)c(C)nn2c(C)c1CCC(=O)NC(C)c1ccccc1 (stereo not given)
(14) COc1ccc(CNC(=O)CN=C2NC(=O)C(c3ccccc3)(c3ccccc3)N2)cc1
(15) COc1cccc(CN2CCSCC2)c1OC
screen / no.,11,12,13,14,15
TDP1 cell CPT,?,?,-25%,9%,19%
DT40 TDP1 no CPT,?,?,?,?,8%
KAT2A inh,-5%,-13%,-8%,-1%,-12%

(16) COc1cccc(N2CCN(C(=O)c3cnc4c(-c5ccccc5)c(C)nn4c3C)CC2)c1
(17) CSc1ncc(Cl)c(C(=O)Nc2ccc(C)c(C)c2)n1
(18) Cc1cc(C)n(-c2nc(C)c(C)c(=O)n2CC(=O)Nc2ccc([N+](=O)[O-])cc2)n1
(19) O=C(Oc1ccc(/C=N/n2cnnc2)cc1)c1cccc([N+](=O)[O-])c1
(20) CCOc1ccc(NC(=O)c2sc3nc4n(c(=O)c3c2C)CCCC4)cc1
screen / no.,16,17,18,19,20
TDP1 cell CPT,15µM*,-7%,?,?,21µM*
DT40 TDP1 no CPT,?,-7%,21µM*,?,13µM*
KAT2A inh,-3%,-5%,-1%,-3%,-7%

(21) O=C(NCc1ccccc1)C(=O)NCC1OCCN1S(=O)(=O)c1ccc(Br)cc1 (stereo not given)
(22) COc1ccc(NC(C)=O)cc1NC(=O)CSc1nnc(-c2ccccn2)n1C
(23) CC(=O)NCCc1nc(-c2ccc(Cl)cc2)no1
(24) CCC1(O)CC(C(=O)OC)=NN1C(=O)c1ccccc1 (stereo not given)
(25) C=CCNC(=O)COCc1cc(-c2ccc3c(c2)OCO3)on1
screen / no.,21,22,23,24,25
TDP1 cell CPT,?,-10%,-5%,?,-20%
DT40 TDP1 no CPT,?,-17%,-19%,-24%,18%
KAT2A inh,1%,1%,nt,-4%,-2%

# Entries by screen from the entries so far:
# TDP1 cell CPT for nos. 12 to 23 → ?, -25%, 9%, 19%, 15µM*, -7%, ?, ?, 21µM*, ?, -10%, -5%
# DT40 TDP1 no CPT for nos. 12 to 23 → ?, ?, ?, 8%, ?, -7%, 21µM*, ?, 13µM*, ?, -17%, -19%

# More results.
(26) Cn1c(=O)c2c(nc(SCC(=O)NCc3ccc4c(c3)OCO4)n2Cc2ccc(Cl)cc2)n(C)c1=O
(27) CCc1cc2c(=O)nc3n(c2s1)Cc1ccccc1/C3=C(/O)c1cccc([N+](=O)[O-])c1
(28) CC(=O)N1CCN(c2ccc(C(N)=O)cc2[N+](=O)[O-])CC1
(29) O=C(COC(=O)c1ccc(S(=O)(=O)N2CCCC2)cc1)Nc1ccccc1
(30) CC1(C)OC(=O)C(=CNc2ccccc2)C(=O)O1
screen / no.,26,27,28,29,30
TDP1 cell CPT,-2%,?,-10%,-3%,6%
DT40 TDP1 no CPT,-22%,?,-1%,-5%,-2%
KAT2A inh,-13%,-10%,-5%,2%,-7%

(31) CCOc1cc(Br)c(COc2ccc(C)nc2[N+](=O)[O-])cc1OCC
(32) COc1ccc(N2C(=O)C3C4C=CC(C4)C3C2=O)c(OC)c1 (stereo not given)
(33) Cc1cc(C(=O)COC(=O)c2ccco2)c(C)n1Cc1ccco1
(34) COc1cc(NC(=O)CSc2ccccc2)c(C(=O)O)cc1OC
(35) CC(=O)Nc1ccc(S(=O)(=O)NCC(=O)NNC(=O)c2csc(N3CCOCC3)n2)cc1
screen / no.,31,32,33,34,35
TDP1 cell CPT,?,-4%,?,-14%,-23%
DT40 TDP1 no CPT,?,-6%,-15%,-13%,-7%
KAT2A inh,-12%,3%,-6%,-2%,4%

(36) CC(=O)NC(CC(=O)N1CCCC1)c1ccccc1 (stereo not given)
(37) CCCOc1ccc(CN(CCC#N)C(=S)NC(=O)c2ccccc2)cc1
(38) O=C(Nc1ccon1)c1nc[nH]c1C(=O)N1CCc2ccccc2C1
(39) Cc1ccc2oc(-c3ccc(NC(=O)COc4ccccc4)cc3O)nc2c1
(40) Cc1cc(C)c(C#N)c(SCS(=O)c2ccc(C(C)(C)C)cc2)n1 (stereo not given)
screen / no.,36,37,38,39,40
TDP1 cell CPT,2%,7.3µM*,-18%,?,?
DT40 TDP1 no CPT,3%,5.2µM*,-17%,?,-25%
KAT2A inh,nt,-4%,2%,nt,0%

(41) O=C(O)CC/C(=N\NC(=O)CNC(=O)/C=C/c1ccccc1)c1ccccc1
(42) S=c1[nH]nc(Cc2ccccc2)n1-c1ccccc1
(43) CCCCN(CC(=O)NCCOC)C(=O)Cn1nnc2ccccc21
(44) CCCCCOc1ccc(C(=O)NCC(=O)NCC(=O)OCC)cc1
(45) CCC(=O)N1c2ccc(S(=O)(=O)CCC(=O)N3CCN(c4ccc(F)cc4)CC3)cc2CC1C (stereo not given)
screen / no.,41,42,43,44,45
TDP1 cell CPT,-14%,-13%,12%,18µM*,15µM*
DT40 TDP1 no CPT,2%,-11%,25%,21µM*,13µM*
KAT2A inh,-14%,-1%,-3%,1%,-5%

(46) O=C(Nc1ccc(F)cc1)C1(S(=O)(=O)c2ccc(Cl)cc2)CC1
(47) CCOC(=O)C1=C(COC(=O)Cc2ccccc2)NC(=O)NC1C (stereo not given)
(48) O=C(Nc1cnns1)Oc1ccccc1
(49) COc1ccc(-n2c(SCC#N)nc3c(sc(=S)n3-c3ccccc3)c2=O)c(OC)c1
(50) CC1CC(C)CN(c2ncc3c(n2)CC(c2ccccc2)CC3=O)C1 (stereo not given)
screen / no.,46,47,48,49,50
TDP1 cell CPT,1%,-5%,-17%,?,12µM*
DT40 TDP1 no CPT,-9%,3%,-13%,?,10µM*
KAT2A inh,-4%,-26%,nt,-5%,-11%

# Compound profiles (already shown). Order of screens: TDP1 cell CPT	DT40 TDP1 no CPT	KAT2A inh
# Shown for CC1CC(C)CN(c2ncc3c(n2)CC(c2ccccc2)CC3=O)C1 (stereo not given) → 12µM*	10µM*	-11%
# Shown for O=C(Nc1cnns1)Oc1ccccc1 → -17%	-13%	nt
# Shown for CCOC(=O)C1=C(COC(=O)Cc2ccccc2)NC(=O)NC1C (stereo not given) → -5%	3%	-26%
# Shown for O=C(Nc1ccc(F)cc1)C1(S(=O)(=O)c2ccc(Cl)cc2)CC1 → 1%	-9%	-4%
# Shown for COc1ccc(-n2c(SCC#N)nc3c(sc(=S)n3-c3ccccc3)c2=O)c(OC)c1 → ?	?	-5%

# Further results follow.
(51) CCc1ccc(-c2csc(NC(=O)C3CCCO3)c2C(=O)OC(C)C)cc1 (stereo not given)
(52) O=C1OC(Sc2ccccc2)(c2ccccc2)c2ccccc21 (stereo not given)
(53) Cc1noc(C)c1COc1ccc(C(=O)NCc2ccccn2)cc1
(54) Cc1cc(Cl)ccc1OC(C)C(=O)NN1C(=O)c2ccccc2C1=O (stereo not given)
(55) O=C(Cc1cc(=O)oc2cc(O)ccc12)N[C@@H](Cc1c[nH]c2ccccc12)C(=O)O
screen / no.,51,52,53,54,55
TDP1 cell CPT,?,-22%,-2%,3%,-5%
DT40 TDP1 no CPT,?,?,1%,-10%,-22%
KAT2A inh,-6%,nt,-3%,-3%,-1%

(56) CN(Cc1ccccc1)C(=O)c1cc2cc(F)ccc2[nH]1
(57) O=C(N/N=C/c1ccc(Br)cc1)c1ccc(F)cc1
(58) Cc1c(N=C2N=C(NC(=O)NC(C)(C)C)c3ccccc32)c(=O)n(-c2ccccc2)n1C
(59) O=C(Nc1ccc(NC(=O)c2cccs2)cc1)c1ccc2c(c1)OCO2
(60) COc1ccc(OC)c(N2C(=O)CCCC2=O)c1
screen / no.,56,57,58,59,60
TDP1 cell CPT,-24%,1%,?,?,19%
DT40 TDP1 no CPT,?,1%,?,-28%,4%
KAT2A inh,28%,-12%,-6%,14%,3%

(61) COc1ccc(Nc2oc(-c3ccc(COc4ccccc4C)o3)nc2C#N)cc1
(62) CCc1ccc(CNC(=O)C2Cc3cc(S(=O)(=O)N4CCCCCC4)ccc3N2C(C)=O)cc1 (stereo not given)
(63) O=C(COC(=O)c1ccc(S(=O)(=O)N2CCCCCC2)cc1)NCc1ccc(Cl)cc1
(64) COc1ccccc1C1CN(CCNC(=O)c2ccccc2Cl)Cc2ccccc2O1 (stereo not given)
(65) CCc1ccccc1NC(=O)CNC(=O)CNC(=O)Cc1ccccc1
screen / no.,61,62,63,64,65
TDP1 cell CPT,?,23µM*,?,23%[9.04 µM],-21%
DT40 TDP1 no CPT,?,?,6%,-7%,-10%
KAT2A inh,-5%,3%,2%,nt,1%

(66) Nc1c(-c2nn[nH]n2)cnn1-c1cc(Cl)cc(Cl)c1
(67) CCCn1c(C(C)Nc2nc(-c3ccc(Cl)c([N+](=O)[O-])c3)cs2)nc2ccccc21 (stereo not given)
(68) COc1ccc(S(=O)(=O)N(C)C)cc1NC(=O)c1ccc2c(c1)NC(=O)C(C)S2 (stereo not given)
(69) COc1ccc(C(CNC(=O)COc2ccc(Cl)c(C)c2)N2CCCCC2)cc1 (stereo not given)
(70) CCOc1ccc(N(Cc2nnc3n2CCCCC3)C(=O)Nc2cccc(C)c2)cc1
screen / no.,66,67,68,69,70
TDP1 cell CPT,9%,23µM*,-20%,?,13%
DT40 TDP1 no CPT,0%,?,?,?,1%
KAT2A inh,-1%,-9%,-3%,-3%,-1%

(71) O=C(COC(=O)c1cc(-c2cccs2)nc2ccccc12)c1ccccc1
(72) COc1ccccc1C1C(C(N)=O)=C(C)Nc2nc(SCc3ccccc3F)nn21 (stereo not given)
(73) O=C(O)CC(C(=O)OCCOc1ccccc1)N1CCOCC1 (stereo not given)
(74) Cc1cc([N+](=O)[O-])ccc1NC(=O)CN1C2CCC1CC(NC(=O)NC13CC4CC(CC(C4)C1)C3)C2 (stereo not given)
(75) NS(=O)(=O)c1ccc(Nc2nc(-c3cccc([N+](=O)[O-])c3)cs2)cc1
screen / no.,71,72,73,74,75
TDP1 cell CPT,?,?,-1%,15µM*,?
DT40 TDP1 no CPT,?,-16%,5%,5.2µM*,?
KAT2A inh,-4%,3%,-5%,-5%,-27%

# In another format: results already given.
# Under each structure – TDP1 cell CPT	DT40 TDP1 no CPT	KAT2A inh
[39] Cc1ccc2oc(-c3ccc(NC(=O)COc4ccccc4)cc3O)nc2c1
→ ?	?	nt
[33] Cc1cc(C(=O)COC(=O)c2ccco2)c(C)n1Cc1ccco1
→ ?	-15%	-6%
[15] COc1cccc(CN2CCSCC2)c1OC
→ 19%	8%	-12%
[24] CCC1(O)CC(C(=O)OC)=NN1C(=O)c1ccccc1 (stereo not given)
→ ?	-24%	-4%
